PP5 primary: blocks human protein phosphatase 5 activity; P53041; purified PP5c, OMFP substrate fluorescence; inhibition, % at 6.7 µM; hit rate 0.18% among 320,000;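 active = inhibition above the campaign's mean inhibition across all tested compounds plus 3 SD, cut at about 9.5% in these data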;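 also: 0% = DMSO only and 100% = 100 µM cantharidin control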
procasp3 activ: activates human procaspase-3 | recombinant procaspase-3 D3A, Ac-DEVD-pNA absorbance 405 nm | activation, % at 8.5 µM | hit rate 0.11% among 330,000 | AID 463141;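 active = activation above the mean of all tested compounds plus 3 SD, cut at about 21% in these data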;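 also: 0% = DMSO alone and 100% = DMSO wells spiked with extra 5 µM PC-3 D3A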
Target sequence (P42574 whole entry D9A/D28A/D175A): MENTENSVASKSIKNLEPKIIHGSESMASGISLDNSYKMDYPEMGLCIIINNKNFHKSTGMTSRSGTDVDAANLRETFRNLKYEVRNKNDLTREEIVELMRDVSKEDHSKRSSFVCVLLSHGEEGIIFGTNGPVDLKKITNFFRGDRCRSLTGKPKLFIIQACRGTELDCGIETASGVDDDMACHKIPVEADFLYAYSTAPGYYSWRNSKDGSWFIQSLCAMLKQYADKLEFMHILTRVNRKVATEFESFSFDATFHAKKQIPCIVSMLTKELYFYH
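Evaluation: percent activation relative to control range; Material: Procaspase-3 D3A mutant, all three cleavage aspartates alanine; Compound: single dose, 8.5 µM nominal compound, 0.8% DMSO; Replication: one well per compound; Signal: absorbance at 405 nm, 0 and 120 min; Schedule: 1 h preincubation plus 2 h reaction at 25 °C.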
VLA-4 inh: inhibition in a human VLA-4 binding assay | P13612 | VLA-4 expressing cells, ligand binding flow cytometry | inhibition, % (about 7 µM as worked out from the volumes in the protocol) | hit rate 0.2% among 330,000 | AID 2557; in the data active = inhibition above about 50%
Fh CTSL1 inh: blocks F. hepatica cathepsin L1 in PFM18AAP counter-screen | recombinant F. hepatica cathepsin L1, Z-Leu-Arg-MCA fluorescence | inhibition, % at 5.96 µM | hit rate 0.49% among 300,000 | AID 1906;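 active = inhibition above the mean of all tested compounds plus 3 SD, set per screening campaign, cut at about 17% in these data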;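 also: 0% = plate median of test compound wells and 100% = 1 µM Z-Phe-Ala-diazomethylketone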
PP1 counter: blocks human PP1-alpha phosphatase, a PP5 counter-screen. P62136. purified PP1alpha, OMFP fluorescence. inhibition, % at 6.7 µM. hit rate 0.9% among 320,000. AID 2235;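 active = inhibition above the mean inhibition of all tested compounds plus 3 SD, computed separately for each screening campaign, cut at about 15% in these data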
Target sequence (P62136 whole entry, looked up): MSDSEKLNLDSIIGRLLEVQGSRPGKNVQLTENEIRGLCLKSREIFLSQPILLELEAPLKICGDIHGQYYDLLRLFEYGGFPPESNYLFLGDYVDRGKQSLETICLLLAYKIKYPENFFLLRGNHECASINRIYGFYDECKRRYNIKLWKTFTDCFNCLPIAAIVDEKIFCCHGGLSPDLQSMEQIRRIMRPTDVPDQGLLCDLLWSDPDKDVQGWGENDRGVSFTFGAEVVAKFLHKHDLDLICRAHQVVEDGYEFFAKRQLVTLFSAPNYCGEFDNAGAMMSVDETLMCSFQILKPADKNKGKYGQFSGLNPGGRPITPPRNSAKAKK
JMJD2C inh: blocks human GASC-1 demethylase activity. Q9H3R0. GST-JMJD2C(1-420) H3K9me3 demethylation, DELFIA europium. inhibition, % at 2.35 µM. hit rate 0.069% among 330,000;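 active = more than half of a compound's replicate wells show inhibition beyond 50%, single wells judged on their own value; inconclusive = some, but no more than half, of replicates pass 50% inhibition; inactive = no replicate passes 50% inhibition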;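 also: signal counts dimethyl H3K9 product captured on neutravidin plate; 0% = median of DMSO wells and 100% = 0.3 times that DMSO median; strong numbers were not always called active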
Target sequence (Q9H3R0 1-420 limits assumed): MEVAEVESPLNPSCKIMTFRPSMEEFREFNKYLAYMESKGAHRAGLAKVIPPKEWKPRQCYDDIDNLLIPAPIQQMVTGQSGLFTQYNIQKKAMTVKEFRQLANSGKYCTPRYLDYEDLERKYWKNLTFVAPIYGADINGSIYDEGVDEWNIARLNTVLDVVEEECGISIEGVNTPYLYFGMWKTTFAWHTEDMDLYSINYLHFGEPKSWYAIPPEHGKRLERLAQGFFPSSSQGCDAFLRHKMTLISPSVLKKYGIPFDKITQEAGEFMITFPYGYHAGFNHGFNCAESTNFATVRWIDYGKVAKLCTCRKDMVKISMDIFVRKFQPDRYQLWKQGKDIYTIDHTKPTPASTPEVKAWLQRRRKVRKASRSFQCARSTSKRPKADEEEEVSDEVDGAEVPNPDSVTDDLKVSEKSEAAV
core dimer inh: blocks dimerization of HCV core protein; TR-FRET GST/Flag-core106 dimerization, 1536-well; inhibition, % at 5 µM; hit rate 0.33% among 300,000; AID 1899;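 active = inhibition above the mean of all tested compounds plus 3 SD, set per screening campaign, cut at about 45% in these data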
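Test system: GST/Flag-tagged HCV core106 proteins; Medium: KF-containing HEPES buffer, pH 7.45, DTT, CHAPS, BSA; Times: compound-protein-antibody incubation 4 h at 22.5 °C; Detection: TR-FRET 671 and 617 nm emission; Benchmarks: wells lacking GST-core106 and wells with excess unlabelled core106.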
GRK2 aptamer HTS: blocks RNA aptamer binding to human GRK2. P25098. bead flow cytometry, FAM-aptamer displacement from GRK2. inhibition of aptamer binding, % at 10 µM. hit rate 0.59% among 330,000. AID 488847;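 active = inhibition of aptamer binding above 40%, roughly 3 SD of noise, on plates passing a quality check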;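 also: median bead fluorescence of bound FAM aptamer so fluorescent compounds give negative values; no value below 0 was filed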
proCasp7 act: activates human procaspase-7, counter-screen for procaspase-3 activators | activation, % at 8.5 µM | hit rate 0.093% among 330,000 | P55210 | recombinant procaspase-7, Ac-DEVD-pNA absorbance 405 nm; D23A/D198A/D206A triple mutant, cannot self-cleave; scale: DMSO 0, 5 µM enzyme 100 | AID 463210;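 active = percent activation above the screen-wide mean plus 3 SD, cut at about 25% in these data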
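Material: Procaspase-7 triple mutant (PC-7 D3A) | Quantity: 2 µM procaspase-7 mutant as dispensed | Reagent: DEVD-pNA substrate | Times: 1 h preincubation, 2 h reaction | Technique: 405 nm absorbance of p-nitroaniline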
* = called active by the depositor; ? = inconclusive; · = not tested or not shown.

SMILES	PP5 primary	procasp3 activ	VLA-4 inh	Fh CTSL1 inh	PP1 counter	JMJD2C inh	core dimer inh	GRK2 aptamer HTS	proCasp7 act
CC1=CC2/C=C(\C)CCC(O)C(O)/C=C/C(=O)C23C(=O)NC(CC(C)C)C3C1C (configuration not stated)	5.0	-1	35	0	-4	15	-5	0	6
COc1ccc(S(=O)(=O)NC(CC(=O)N2CCC3(CC2)OCCO3)C(C)C)cc1 (configuration not stated)	0.5	2	13	-4	-3	-15	-3	6	-5
O=C1C2CCN(CC2)C1Cc1ccc(OCc2ccccc2)cc1 (configuration not stated)	1.6	-3	7	1	1	18	-14	0	9
CCCOc1ccc(C(=O)NC(=S)N2C[C@H]3C[C@H](C2)c2cccc(=O)n2C3)cc1	1.0	-11	1	7	0	?	0	2	-43
CC(C)C/C(=N/O)c1cn(C)c2ccccc12	-0.8	-4	39	-3	1	0	0	1	7
O=P(O)(O)Oc1ccccc1P(=O)(c1ccccc1)c1ccccc1	3.0	-1	15	1	-2	4	-3	0	12
CCC1(CC)C(=O)N(Cc2ccccc2)C(=O)N(Cc2ccccc2)C1=O	2.7	-6	-4	-4	1	-4	3	0	-5
COC(=O)C1=C(c2ccc(S(C)(=O)=O)cc2)C[C@@H]2CC[C@H]1N2C(=O)NCCO	2.0	0	32	-1	-4	-1	2	2	-8
O=C(COc1ccccc1)Nc1ccc(Cl)cc1C(=O)c1ccccc1	1.2	0	-7	-2	-1	-1	3	0	-6
CC1CCSP(=O)(Oc2ccccc2)O1 (configuration not stated)	-0.4	-22	-5	-3	-1	0	0	0	-14

Part of the list above, as labelled records.
O=P(O)(O)Oc1ccccc1P(=O)(c1ccccc1)c1ccccc1
  PP5 primary: 3.0; procasp3 activ: -1; VLA-4 inh: 15; Fh CTSL1 inh: 1; PP1 counter: -2; JMJD2C inh: 4; core dimer inh: -3; GRK2 aptamer HTS: 0; proCasp7 act: 12

CCC1(CC)C(=O)N(Cc2ccccc2)C(=O)N(Cc2ccccc2)C1=O
  PP5 primary: 2.7; procasp3 activ: -6; VLA-4 inh: -4; Fh CTSL1 inh: -4; PP1 counter: 1; JMJD2C inh: -4; core dimer inh: 3; GRK2 aptamer HTS: 0; proCasp7 act: -5

(listing goes on)
SMILES	PP5 primary	procasp3 activ	VLA-4 inh	Fh CTSL1 inh	PP1 counter	JMJD2C inh	core dimer inh	GRK2 aptamer HTS	proCasp7 act
O=C1NC(=O)N(Cc2ccc(F)cc2)C(=O)/C1=C\C=C\c1ccco1	0.0	-9	32	5	21*	69*	13	11	-16
CCCC(CCC)C(=O)OC[N+](C)(C)CCOC(=O)C(O)(c1ccccc1)C1CCCC1 (configuration not stated)	3.9	-8	9	-2	-7	1	3	0	2
CC(=O)Nc1ccc(OC(=O)N(C)c2ccc(C)cc2)cc1	3.2	-4	8	0	-1	9	-3	3	13
O=P(Nc1cccnc1)(Oc1ccccc1)Oc1ccccc1	-0.1	7	6	-5	-1	-5	3	0	-1
CCCCSC1=NN1c1nc(N)nc(C)c1CC	0.5	9	11	-3	-1	-4	1	0	7
c1ccc2c(c1)Sc1ccccc1N2CC1CN2CCC1CC2 (configuration not stated)	-1.8	-2	23	3	0	-34	-7	0	-1
COc1nc(C)nc(NC(=O)NS(=O)(=O)c2ccccc2Cl)n1	2.3	2	3	2	2	-49	-8	0	-3
CC(C)Oc1cccc(NC(=O)c2cccn(Cc3ccc4c(c3)OC(F)(F)O4)c2=O)c1	2.7	9	10	1	4	7	-1	0	-9
CN(C)c1ccc(CCN2CCOCC2)cc1	-0.3	10	-1	-2	-3	-5	-5	1	-2
CN(Cc1ccccc1)C(=C(Cl)Cl)/C(=C1/NCCN1Cc1ccc(Cl)nc1)[N+](=O)[O-]	3.0	0	6	0	5	16	4	0	15
CC1(C(=O)O)CCCC2(C)c3cc(O)ccc3CCC12 (configuration not stated)	4.2	-1	27	1	-5	5	-1	3	7
O=C1NC(=O)C2(Cc3cc([N+](=O)[O-])ccc3N3CCN(C(=O)c4ccccc4)CC32)C(=O)N1 (configuration not stated)	0.5	-6	12	4	-3	29	-8	1	-17
O=C1C=C2C=C[C@@H]3CC2(O1)[C@H]1CCCCN31	-2.6	3	43	4	-1	·	7	1	6
C=CCC1C(=O)NC(=S)NC1=O	0.4	-8	0	-1	0	31	-6	0	-13
CCC(C)C12CN3CCN(CC(C)(C3)C1O)C2 (configuration not stated)	1.0	0	12	-6	-9	2	2	0	6
O=P(N1CCCCC1)(N1CCCCC1)C(Cl)(Cl)Cl	-0.8	1	1	-3	2	-1	5	10	7
CCOC(=O)Cn1cc(C=C2C(=O)N(C)C(=O)N(C)C2=O)c2ccccc21	1.4	2	5	-3	-4	80	10	0	3
COc1ccc(NC2=NCC(C)S2)cc1 (configuration not stated)	0.1	-2	-3	-1	-4	-4	-11	0	-3
O=C(/C=C/c1ccc(Br)cc1)NC(=S)N1C[C@H]2C[C@H](C1)c1cccc(=O)n1C2	3.1	0	-19	2	-2	·	0	2	-13
FC(F)(F)c1ccc(CNCCc2c[nH]c3ccccc23)cc1	-0.7	-6	-3	2	-3	-1	-5	0	-7
Cc1[nH]c2ccccc2c1C(=O)CN1CC=C(c2ccccc2)CC1	0.9	5	3	-2	5	4	5	0	-6
COCCNC(=O)Cn1cc(C(=O)c2ccccc2F)c2ccccc21	1.9	-4	6	1	-5	-5	0	0	6
C[C@]12C[C@@H](O)[C@H](O)CC1=CCC1C2CC[C@]2(C)C(=O)CCC12 (some centres not stated)	·	3	-1	·	·	0	·	0	5
CCC(=NCCc1c[nH]c2ccccc12)c1c(O)n(-c2ccc(C)cc2)c(=O)[nH]c1=O	-0.6	0	22	-2	1	3	-1	0	5
CC(=NCc1ccc2c(c1)OCO2)c1c(O)[nH]c(=O)[nH]c1=O	0.7	4	2	1	-2	4	1	2	0
COc1c(C)cc(C(=O)C2CCCN(Cc3ccccn3)C2)cc1C (configuration not stated)	1.4	-2	-1	-4	-3	2	3	2	7
COC(=O)C1=C(c2ccc(OC(F)(F)F)cc2)C[C@@H]2CC[C@H]1N2C(=O)N1CCC(C)CC1	5.4	-4	6	·	5	0	·	5	1
COC(=O)C1=C(c2c(C)noc2C)C[C@@H]2CC[C@H]1N2C(=O)N1CCC(C)CC1	1.0	5	10	·	-2	6	·	3	17
Cc1cc(C=C2C(=O)NC(=S)NC2=O)c(C)n1C1CCCC1	0.0	-9	8	-7	6	-1	6	0	-23
O=Cc1cn(Cc2ccc(F)cc2Cl)c2ccccc12	6.6	8	-32	14	6	4	-6	0	-1
Cc1ccc(Cn2cc(C=O)c(-c3ccc(F)cc3)n2)cc1	-4.2	-8	-2	-4	-1	-1	0	0	-5
CCOP(=O)(OCC)C(NC(=O)c1ccc(OC)cc1)C(Cl)(Cl)Cl (configuration not stated)	-1.3	-6	17	-3	1	-4	4	3	0
CCCCc1nc2ccccc2c(=O)n1-c1ccccc1O	6.1	6	-3	0	2	-4	0	3	11
Nc1ccc(Cl)cc1C(=O)c1ccccc1	3.7	1	8	-4	0	0	0	0	5
COc1ccc(-c2cc(=Nc3cccc(C(=O)O)c3)c3cc(C)ccc3o2)cc1	-1.0	3	9	0	-6	-3	10	0	-16
C[C@]12CC[C@H](O)C[C@H]1CC[C@@H]1[C@@H]2C[C@@H](O)[C@]2(C)[C@@H](C3=CC(=O)OC3)CC[C@]12O	4.0	2	51*	1	-4	·	-8	0	13
O=C(c1ccncc1)C12CN3CN(CN(C3)C1)C2	0.8	6	-11	4	-2	13	-4	0	12
CC(O)(CS(=O)(=O)c1ccccc1)C(=O)Nc1ccc(C(F)(F)F)cc1 (configuration not stated)	0.7	-3	2	0	3	16	-5	0	4
COc1ccc(CC2(CCc3ccncc3)C(=O)NC(=O)NC2=O)c(OC)c1	3.9	5	6	-2	0	28	-38	3	0
CCCCOC(=O)c1ccc(NC(=O)c2c(O)[nH]c(=O)[nH]c2=O)cc1	-0.7	6	·	1	9	2	10	·	-2
Cc1ccc2c(c1)C1CN(C)CCC1N2S(=O)(=O)c1ccccc1 (configuration not stated)	0.1	0	-6	0	-2	9	2	1	3
N#CC[N+]1(CCCNP2(=O)C=C(c3ccccc3)OC(c3ccccc3)=C2)CCOCC1	-1.0	3	5	0	-5	8	-3	0	11
Cn1cc[n+](C)c1P(=S)(c1ccccc1)c1ccccc1	-1.8	0	-7	-3	-5	-7	-4	0	2
Cc1ccc(OCC(=O)N2CCN(Cc3cccnc3)CC2)cc1	3.9	4	4	4	14	-3	-3	0	-1
COC(=O)C1=C(c2ccccc2)C[C@@H]2CC[C@H]1N2C(=O)NCC1CC1	-0.9	1	1	-1	4	3	5	0	5
Cn1cc(C(=O)OCC(=O)N2CCCC2)c2ccccc21	4.4	3	11	·	-7	2	·	0	1

Filtered by structure: those above with sulfur (14)
SMILES	PP5 primary	procasp3 activ	VLA-4 inh	Fh CTSL1 inh	PP1 counter	JMJD2C inh	core dimer inh	GRK2 aptamer HTS	proCasp7 act
COc1ccc(S(=O)(=O)NC(CC(=O)N2CCC3(CC2)OCCO3)C(C)C)cc1 (configuration not stated)	0.5	2	13	-4	-3	-15	-3	6	-5
CCCOc1ccc(C(=O)NC(=S)N2C[C@H]3C[C@H](C2)c2cccc(=O)n2C3)cc1	1.0	-11	1	7	0	?	0	2	-43
COC(=O)C1=C(c2ccc(S(C)(=O)=O)cc2)C[C@@H]2CC[C@H]1N2C(=O)NCCO	2.0	0	32	-1	-4	-1	2	2	-8
CC1CCSP(=O)(Oc2ccccc2)O1 (configuration not stated)	-0.4	-22	-5	-3	-1	0	0	0	-14
CCCCSC1=NN1c1nc(N)nc(C)c1CC	0.5	9	11	-3	-1	-4	1	0	7
c1ccc2c(c1)Sc1ccccc1N2CC1CN2CCC1CC2 (configuration not stated)	-1.8	-2	23	3	0	-34	-7	0	-1
COc1nc(C)nc(NC(=O)NS(=O)(=O)c2ccccc2Cl)n1	2.3	2	3	2	2	-49	-8	0	-3
C=CCC1C(=O)NC(=S)NC1=O	0.4	-8	0	-1	0	31	-6	0	-13
COc1ccc(NC2=NCC(C)S2)cc1 (configuration not stated)	0.1	-2	-3	-1	-4	-4	-11	0	-3
O=C(/C=C/c1ccc(Br)cc1)NC(=S)N1C[C@H]2C[C@H](C1)c1cccc(=O)n1C2	3.1	0	-19	2	-2	·	0	2	-13
Cc1cc(C=C2C(=O)NC(=S)NC2=O)c(C)n1C1CCCC1	0.0	-9	8	-7	6	-1	6	0	-23
CC(O)(CS(=O)(=O)c1ccccc1)C(=O)Nc1ccc(C(F)(F)F)cc1 (configuration not stated)	0.7	-3	2	0	3	16	-5	0	4
Cc1ccc2c(c1)C1CN(C)CCC1N2S(=O)(=O)c1ccccc1 (configuration not stated)	0.1	0	-6	0	-2	9	2	1	3
Cn1cc[n+](C)c1P(=S)(c1ccccc1)c1ccccc1	-1.8	0	-7	-3	-5	-7	-4	0	2

The list is partial, so the mix of outcomes need not match the whole.
